From PubChem
D1 PAM – Potentiators of Human D1 Dopamine Receptor: qHTS; D(1A) dopamine receptor (Homo sapiens), P21728; HEK293 TREx D1 cells, calcium flux, dopamine EC20 potentiation; potentiation, % at 10 µM; 360,000 compounds, 0.036% hits; AID 504651, 2011; in the data active means potentiation above about 30%; further: 0% is about no effect
Target sequence (P21728 whole entry, looked up): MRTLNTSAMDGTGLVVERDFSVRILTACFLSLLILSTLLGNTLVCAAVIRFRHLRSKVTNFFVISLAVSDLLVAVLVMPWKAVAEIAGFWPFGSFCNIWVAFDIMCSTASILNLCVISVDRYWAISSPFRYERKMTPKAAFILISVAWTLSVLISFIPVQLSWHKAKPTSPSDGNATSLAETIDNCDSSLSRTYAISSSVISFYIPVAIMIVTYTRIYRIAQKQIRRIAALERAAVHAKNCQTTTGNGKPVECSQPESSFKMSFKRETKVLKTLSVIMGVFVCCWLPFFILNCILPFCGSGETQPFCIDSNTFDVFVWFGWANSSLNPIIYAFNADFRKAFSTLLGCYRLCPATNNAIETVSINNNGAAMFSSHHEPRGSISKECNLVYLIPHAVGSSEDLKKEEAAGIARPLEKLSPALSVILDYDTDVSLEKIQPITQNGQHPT
D1 antag – Antagonist of Human D 1 Dopamine Receptor: qHTS; 360,000 compounds, 3.2% hits; D(1A) dopamine receptor (Homo sapiens), P21728; activity change, negative = inhibition, % at 10 µM; HEK293 TREx D1 cells, calcium flux, dopamine EC80; hits give low values; in the data active means activity change below about -30%; further: on the % scale 0 is the no-effect control and ±100 the full control effect
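Inducible Hek293 Trex D1 cells (tetracycline, overnight, 30 C). Calcium dye 30–90 min RT. Antagonist mode: EC80 dopamine added after 180 s compound read.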
TRHR agonist – qHTS for Small Molecule Agonists and Allosteric Enhancers of Human TRH Receptor: Primary Screen for Agonists; Thyrotropin-releasing hormone receptor (Homo sapiens), P34981; TRHR cells, calcium flux fluo-8, FDSS agonist mode; activation, % at 2 µM; 360,000 compounds, 0.18% hits; in the data active means activation above about 30%; further: 0% is about no effect
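Read-out: compound-evoked intracellular calcium rise in TRHR cells, fluo-8 dye, kinetic FDSS fluorescence at 1 s/cycle following a 10-cycle baseline. Cells cultured overnight before dye loading (30 min–1.5 h, RT).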
RXFP1 antagonist – qHTS Assay for Antagonists of the Relaxin Receptor RXFP1; Relaxin receptor 1 (Homo sapiens), Q9HBX9; HEK293-RXFP1, relaxin-stimulated cAMP HTRF, 30 min; hits give low values; activity change, negative = inhibition, % at 57.5 µM; 350,000 compounds, 0.59% hits; AID 1259400, 2018;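 active means activity change of -60% or lower, but not beyond a set lower limit; inconclusive means change between -60% and -40%, or beyond the set limit; inactive means change above -40%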; further: on the % scale 0 is the no-effect control and ±100 the full control effect
D1 ag – Allosteric Agonists of the Human D1 Dopamine Receptor: qHTS; D(1A) dopamine receptor (Homo sapiens), P21728; HEK293 T-REx D1 cells, calcium flux, agonist mode; activation, % at 2 µM; 360,000 compounds, 1% hits; AID 504660, 2011; in the data active means activation above about 30%; further: 0% is about no effect
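Agonism was scored from calcium flux recorded over 180 s (1 read/s) after pintool compound addition, following a 10-cycle baseline. Cells were inducible force-coupled HEK293 TREx D1, plated overnight at 30 C and loaded with no-wash calcium dye.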
TRHR PAM – qHTS for Small Molecule Agonists and Allosteric Enhancers of Human TRH Receptor: Primary Screen for Enhancers; TRHR cells, fluo-8 calcium fluorescence, EC20 TRH enhancement; enhancement, % at 2 µM; 360,000 compounds, 0.66% hits; Thyrotropin-releasing hormone receptor (Homo sapiens), P34981; in the data active means enhancement above about 30%; further: 0% is about no effect
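Enhancer read-out: after compound pinning and an initial kinetic agonist-mode read, an EC20 of TRH (10 nM final) was injected and fluo-8 calcium signal (Ex 480/Em 530) followed at 1 s/cycle for 100 cycles in TRHR-expressing cells.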
RXFP1 agonist – qHTS Assay for Agonists of the Relaxin Receptor RXFP1; Relaxin receptor 1 (Homo sapiens), Q9HBX9; HEK293T-RXFP1 cAMP TR-FRET, 30 min; response scale: percent of porcine relaxin response, buffer zero; Potency, µM (highest dose often 57.5 µM), for the others: top-dose activation, hits mostly activators; 370,000 compounds, 0.3% hits; AID 2676, 2010; further: potency means the concentration at half of the fitted maximal effect; on the % scale 0 is the no-effect control and ±100 the full control effect; nearly all actives have a fitted effect of over 60% in size; many of its hits are not listed in these tables
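Agonist response is measured as cAMP accumulation in an RXFP1-transfected HEK293T line under PDE4 inhibition. Values are scaled between buffer-only and 29 nM porcine relaxin, and EC50s come from standard Hill equation fits.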
Anesthetic bind – qHTS Assay for Identification of Novel General Anesthetics | Ferritin light chain (Equus caballus), P02791 | apoferritin/1-aminoanthracene competitive binding, fluorescence | Potency, µM (highest dose often 77.5 µM), for inactives: at the highest dose activity change, negative = displacement, usual class: inhibitors | 350,000 compounds, 0.074% hits | AID 485281, 2010; further: potency means the concentration at half of the fitted maximal effect; on the % scale 0 is the no-effect control and ±100 the full control effect; nearly all actives have a fitted effect of over 20% in size
Target sequence (P02791 2-175 limits assumed): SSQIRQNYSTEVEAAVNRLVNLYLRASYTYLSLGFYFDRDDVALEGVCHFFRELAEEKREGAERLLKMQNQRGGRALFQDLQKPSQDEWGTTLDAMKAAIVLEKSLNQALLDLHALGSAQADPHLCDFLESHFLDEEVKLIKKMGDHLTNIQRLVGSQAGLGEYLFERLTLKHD
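Probe: 1-aminoanthracene (50% saturated, PBS). Protein: horse-spleen apoferritin, 10 uM. Incubation: 10 min, room temperature. Detection: 380 nm excitation, 535 nm emission. Analysis: normalized response, four-parameter Hill.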
D2 PAM – HTS Assay for Positive Allosteric Modulators of the Human D2 Dopamine Receptor: Primary Screen for Potentiators; AID 485347, 2010; D(2) dopamine receptor (Homo sapiens), P14416; HEK293 T-REx D2, calcium flux, EC20 dopamine potentiation; 340,000 compounds, 0.34% hits; potentiation, % at 10 µM;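 active means potentiation over 3 SD above the plate norm, cut at about 30% in these data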; further: 0% is about no effect
Target sequence (P14416 whole entry, looked up): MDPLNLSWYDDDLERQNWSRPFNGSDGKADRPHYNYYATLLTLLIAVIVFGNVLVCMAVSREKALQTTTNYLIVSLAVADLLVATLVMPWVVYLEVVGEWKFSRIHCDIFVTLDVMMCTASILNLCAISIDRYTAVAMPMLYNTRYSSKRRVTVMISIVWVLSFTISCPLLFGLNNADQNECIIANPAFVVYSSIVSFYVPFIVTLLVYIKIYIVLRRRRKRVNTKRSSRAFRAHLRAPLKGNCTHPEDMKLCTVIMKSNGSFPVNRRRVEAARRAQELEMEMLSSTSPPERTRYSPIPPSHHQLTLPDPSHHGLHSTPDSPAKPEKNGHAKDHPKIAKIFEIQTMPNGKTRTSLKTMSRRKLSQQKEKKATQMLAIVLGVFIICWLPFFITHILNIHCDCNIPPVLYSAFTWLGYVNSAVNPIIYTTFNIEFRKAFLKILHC
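Tetracycline-induced Hek293 Trex D2 cells, force-coupled to calcium, loaded with no-wash calcium dye. Compound added with 180 s kinetic read for agonism, then EC20 dopamine and a further 180 s read for potentiation.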
* marks the source's active call; other numbers are inactive results. Unless noted, the call rests on the fitted dose curve; in most records, active means well fitted curve in the direction sought with a large enough effect; inconclusive means small, poorly fitted or top-dose-only effect, or another doubt; inactive means no such curve, though single readings can be large; an effect the other way counts as inactive or inconclusive. Some of the compounds tested; the hit share may differ from the screen's.

How did CSc1ccc(CNC(=O)CCn2ccc3cc(S(=O)(=O)N4CCC(C)CC4)ccc32)cc1 do in these assays?
D1 PAM: -1.8; D1 antag: 8.5; TRHR agonist: 0.4; RXFP1 antagonist: -9.2; D1 ag: 1.4; TRHR PAM: 7.3; RXFP1 agonist: 0.2%; Anesthetic bind: 24.8%; D2 PAM: 2.5

What do the screens show for `COc1ccccc1CNC(=O)c1cnc(SC)nc1C`?
D1 PAM: 1.0; D1 antag: 7.6; TRHR agonist: 0.2; RXFP1 antagonist: 1.5; D1 ag: -0.4; TRHR PAM: -3.3; RXFP1 agonist: 2.6%; Anesthetic bind: 2.7%; D2 PAM: 2.6

How did CCOc1c2ccc(C(=O)NCc3ccc(C)cc3)cc2nn1CCOC do in these assays?
D1 PAM: -6.0; D1 antag: -4.8; TRHR agonist: 0.1; D1 ag: 0.9; TRHR PAM: 3.6; RXFP1 agonist: -2.4%; Anesthetic bind: -0.9%; D2 PAM: 7.4

What do the screens show for `O=C(N/N=C/c1ccc(C(=O)O)cc1)C1=NNC(c2ccccc2)(c2ccccc2)C1`?
D1 PAM: -15.5; D1 antag: -3.6; TRHR agonist: -0.8; RXFP1 antagonist: -5.0; D1 ag: 2.8; TRHR PAM: 0.3; RXFP1 agonist: -0.3%; Anesthetic bind: -13.6%; D2 PAM: 2.2

Results for CCNC(=S)NNC(=O)c1csc2c1CCC(C)C2 (centres undefined) ?
D1 PAM: -1.5; D1 antag: -9.6; TRHR agonist: -0.5; RXFP1 antagonist: 3.2; D1 ag: 4.5; TRHR PAM: 3.4; RXFP1 agonist: -0.8%; Anesthetic bind: -15.4%

What do the screens show for `CC(c1nnc(SCC(=O)NC(=O)NCc2ccco2)n1-c1ccc(Cl)cc1)N(C)C` (centres undefined)?
D1 PAM: -1.4; D1 antag: 11.2; TRHR agonist: -0.1; RXFP1 antagonist: -6.3; D1 ag: 0.4; TRHR PAM: -1.5; RXFP1 agonist: -0.6%; Anesthetic bind: -9.3%; D2 PAM: -1.9

What do the screens show for `Cc1ccc(NC(=O)NC(=O)N(C2CCCCC2)S(=O)(=O)c2ccccc2)cc1`?
D1 PAM: -6.6; D1 antag: -8.6; TRHR agonist: 0.5; RXFP1 antagonist: -2.6; D1 ag: 4.7; TRHR PAM: -1.0; RXFP1 agonist: -0.3%; Anesthetic bind: inconclusive; D2 PAM: -4.4

What do the screens show for `COc1cccc(NC(=O)CN(C)C(=O)c2cc(-c3ccc(F)cc3)nc3ccccc23)c1`?
D1 PAM: -1.1; D1 antag: -4.9; TRHR agonist: -0.5; RXFP1 antagonist: inconclusive; D1 ag: 4.9; TRHR PAM: 9.6; RXFP1 agonist: -2.0%; D2 PAM: 3.0

What do the screens show for `Cc1c(OCC(=O)C(C)(C)C)ccc2c3c(c(=O)oc12)CCCC3`?
D1 PAM: 1.1; D1 antag: 10.8; TRHR agonist: 0.1; RXFP1 antagonist: -1.1; D1 ag: 0.8; TRHR PAM: 1.9; RXFP1 agonist: 17.4%; Anesthetic bind: -15.2%; D2 PAM: -1.0

How did Cc1cc(C)n(-c2ccc(C(=O)O)cc2)n1 do in these assays?
D1 PAM: 7.2; D1 antag: 0.1; TRHR agonist: 0.3; RXFP1 antagonist: -3.2; D1 ag: 2.5; TRHR PAM: -3.5; RXFP1 agonist: -0.4%; Anesthetic bind: -5.4%; D2 PAM: -5.1

What do the screens show for `Cc1ccc(C(CC(=O)Nc2ccc(F)c(Cl)c2)N2Cc3ccccc3C2=O)cc1` (centres undefined)?
D1 PAM: -2.4; D1 antag: -2.3; TRHR agonist: 0.3; D1 ag: -1.4; TRHR PAM: -0.8; RXFP1 agonist: 2.4%; Anesthetic bind: -9.6%; D2 PAM: -3.3

What do the screens show for `CCn1nc(C)c(CN2CCC(n3nccc3NC(=O)c3ccc4c(c3)OCO4)CC2)c1C`?
D1 PAM: 4.7; D1 antag: -0.8; TRHR agonist: 0.2; RXFP1 antagonist: -1.8; D1 ag: 2.2; TRHR PAM: -3.1; RXFP1 agonist: 1.4%; Anesthetic bind: -7.6%; D2 PAM: -1.5

Results for CC(=O)c1ccc(S(=O)(=O)N2CCN(CC(=O)Nc3ccc(Cl)c([N+](=O)[O-])c3)CC2)cc1 ?
D1 PAM: -11.2; D1 antag: -17.3; TRHR agonist: 0.6; RXFP1 antagonist: -0.8; D1 ag: 4.5; TRHR PAM: 0.2; RXFP1 agonist: 1.3%; D2 PAM: 12.7

How did CC1CCCCN1C(=O)COC(=O)c1ccc(=O)n(Cc2ccccc2)n1 (centres undefined) do in these assays?
D1 PAM: 1.7; D1 antag: 12.7; TRHR agonist: 0.3; RXFP1 antagonist: 1.2; D1 ag: 1.5; TRHR PAM: 4.4; RXFP1 agonist: 0.9%; D2 PAM: -1.4

Results for O=C(O)CSC(C(=O)Nc1ccc(Br)cc1)c1ccccc1 (centres undefined) ?
D1 PAM: 0.9; D1 antag: 3.3; TRHR agonist: 0.6; RXFP1 antagonist: 3.9; D1 ag: 2.9; TRHR PAM: 0.1; RXFP1 agonist: 6.3%; Anesthetic bind: -4.8%; D2 PAM: 1.5

Results for COc1ccc(CNC(=O)c2cccc(N3CCCC3=O)c2)cc1 ?
D1 PAM: 0.2; D1 antag: -3.0; TRHR agonist: 0.1; RXFP1 antagonist: -8.9; D1 ag: 1.2; TRHR PAM: -5.3; RXFP1 agonist: -2.5%; Anesthetic bind: -12.3%; D2 PAM: 8.5

Results for CN1C(=O)COc2ccc(C(=O)c3ccccc3C(=O)O)cc21 ?
D1 PAM: -6.3; D1 antag: -1.5; TRHR agonist: 0.3; RXFP1 antagonist: -8.6; D1 ag: 2.6; TRHR PAM: 2.3; RXFP1 agonist: 2.9%; Anesthetic bind: 0.6%; D2 PAM: 3.5

How did Cc1ccc(C)c(NC(=O)c2c(Cl)nc3ccccn23)c1 do in these assays?
D1 PAM: 3.7; D1 antag: 6.7; TRHR agonist: 0.1; RXFP1 antagonist: 2.1; D1 ag: 0.6; TRHR PAM: 1.6; RXFP1 agonist: 0.0%; Anesthetic bind: -7.8%; D2 PAM: 7.5

How did CN1Cc2c(N3CCOCC3)nc(SCc3ccccc3)c(C#N)c2CC1(C)C do in these assays?
D1 PAM: 0.1; D1 antag: 3.9; TRHR agonist: 1.6; RXFP1 antagonist: 0.7; D1 ag: 4.3; TRHR PAM: -10.7; RXFP1 agonist: 0.6%; Anesthetic bind: inconclusive; D2 PAM: 23.3

How did Cc1ccnc(NC(=O)CC(NC(=O)c2ccccc2Cl)c2ccccc2)c1 (centres undefined) do in these assays?
D1 PAM: -3.1; D1 antag: 9.6; TRHR agonist: 0.0; RXFP1 antagonist: 3.2; D1 ag: 3.7; TRHR PAM: -3.1; RXFP1 agonist: 1.0%; D2 PAM: 1.9

How did CCOc1ccccc1C(=O)NCC(=O)OCC(=O)c1ccc2c(c1)OCCO2 do in these assays?
D1 PAM: -4.8; D1 antag: 5.7; TRHR agonist: 0.1; RXFP1 antagonist: 1.9; D1 ag: 9.5; TRHR PAM: 11.7; RXFP1 agonist: -0.9%; Anesthetic bind: 26.8%; D2 PAM: 2.6

What do the screens show for `c1ccc2c(c1)nc1n2CCN1CCN1CCCC1`?
D1 PAM: -3.6; D1 antag: -3.4; TRHR agonist: 0.3; RXFP1 antagonist: 1.9; D1 ag: 0.1; TRHR PAM: -3.4; RXFP1 agonist: -0.5%; Anesthetic bind: 2.7%; D2 PAM: -22.3

What do the screens show for `CC(C)N1CCC(N2CCN(Cc3cccnc3)CC2CCO)CC1` (centres undefined)?
D1 PAM: 2.9; D1 antag: 1.4; TRHR agonist: -0.5; RXFP1 antagonist: 2.7; D1 ag: 0.4; TRHR PAM: -1.1; RXFP1 agonist: 1.3%; Anesthetic bind: -5.4%; D2 PAM: 18.8

Results for CCOc1cc(C2Nc3ccccc3-c3nnc(SCc4ccccc4)nc3O2)ccc1OC (centres undefined) ?
D1 PAM: -0.1; D1 antag: -0.6; TRHR agonist: 0.4; D1 ag: 1.6; TRHR PAM: -8.6; RXFP1 agonist: -1.2%; Anesthetic bind: inconclusive; D2 PAM: -2.4

How did Cc1cc(C(=O)NCc2cccc(Cl)c2)c2ccccc2n1 do in these assays?
D1 PAM: -11.0; D1 antag: -33.0*; TRHR agonist: -1.0; RXFP1 antagonist: -14.2; D1 ag: 2.1; TRHR PAM: 4.3; RXFP1 agonist: 4.2%; Anesthetic bind: -1.2%; D2 PAM: -7.8

How did CCSc1nc2ccccc2c(=O)n1OCC(=O)OC do in these assays?
D1 PAM: -0.2; TRHR agonist: 0.1; RXFP1 antagonist: -19.4; D1 ag: 2.6; TRHR PAM: -2.8; RXFP1 agonist: -1.5%; Anesthetic bind: -18.3%; D2 PAM: 8.9

What do the screens show for `O=C(CSc1nncn1-c1ccccc1)Nc1ccccc1F`?
D1 PAM: -0.6; D1 antag: -2.6; TRHR agonist: -1.8; RXFP1 antagonist: 6.7; D1 ag: 3.2; TRHR PAM: 0.8; RXFP1 agonist: -0.7%; Anesthetic bind: 26.0%; D2 PAM: -2.5

How did CCCCC(=O)Nc1nnc(S(=O)(=O)N(C)Cc2ccc(Cl)cc2)s1 do in these assays?
D1 PAM: -0.6; D1 antag: 6.4; TRHR agonist: 0.2; RXFP1 antagonist: -12.3; D1 ag: 1.3; TRHR PAM: 3.2; RXFP1 agonist: 1.0%; Anesthetic bind: -9.3%; D2 PAM: -5.4

What do the screens show for `O=C(COc1ccccc1Br)NC1CC1`?
D1 PAM: -4.0; D1 antag: 17.0; TRHR agonist: 0.1; RXFP1 antagonist: -10.2; D1 ag: 4.5; TRHR PAM: -3.5; RXFP1 agonist: 5.2%; Anesthetic bind: -3.5%; D2 PAM: -4.7
